MT stabilizer: microtubule stabilization, imaging screen. HeLa tubulin immunostaining HCS, 24 h; share of cells brighter than vehicle mean+2SD. % tubulin-high responders, % at 10 µM. 200,000 compounds, 0.83% hits;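 active = plate Z-score above 3 for both tubulin-high and condensed-nucleus cell shares, with cell loss under 80%, at 10 µM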;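 note: anti alpha tubulin signal scored within the nucleus-defined area of each cell; some results filed as inactive read as strong as hits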
HIV peptide binding: inhibitors of HIV fusion peptide binding, primary screen, biochemical, uHTS, fluorescence dequenching (AID 1986). one-dose inhibition, % at 20 µM; IC50 in µM for titrated hits. 290,000 compounds, 0.3% hits. cell-free peptide binding, fluorescence dequenching, 30 min; higher % means a stronger effect; in the data active = inhibition mostly above about 52%, no sharp cut-off; inactive = mostly below about 76%; note: some results filed as inactive read as strong as hits
Autophagy mod: autophagy modulation, high-content screen. MEF GFP-LC3 puncta imaging; test concentration mostly 10 µM. calls only at 10 µM (by protocol). 190,000 compounds, 0.98% hits. AID 463193;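 active = percentage of spot-positive cells more than 3 SD above its plate mean, without a fluorescence outlier flag or 80% toxicity; inconclusive = no clear call, values can overlap the other calls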;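 note: spot-positive cell cutoff set from DMSO-treated cells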
Yfh1-off respiration: mitochondrial function rescue without frataxin homolog – Friedreich's ataxia, plus single-dose screen, dose response (AID 1465); S. cerevisiae Yfh1-off respiration, WST-1 reduction, 72 h; higher fold induction means a stronger effect; fold induction at 50 µM, or EC50 in µM where a hit was titrated; 220,000 compounds, 0.074% hits;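 active = fold induction of absorbance versus untreated yeast above a set limit, then at least 30% activation at any dose in follow-up; inconclusive = repeats straddling the limit, or above it without dose testing; inactive = fold induction below the set limit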;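 note: activators that raise dye reduction in frataxin-depleted yeast; strong numbers were not always called active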
bCat nuc transl: modulators of beta-catenin nuclear translocation | 190,000 compounds, 0.3% hits | nuclear translocation activity, % at 5 µM | HeLa beta-catenin nuclear translocation, immunofluorescence imaging;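 active = nuclear translocation activity above 50% at 5 µM, with a well cell count of 50 or more; inconclusive = wells under 50 cells across six images, flagged as toxic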;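 note: per-cell ratio of nuclear to cytoplasmic median beta-catenin stain intensity; plate controls were DMSO negative control for no effect and GSK-3 inhibitor IX positive control for full effect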
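Test system: human HeLa cells, native beta-catenin. Compound dosing: 5 µM primary single dose, 0.1% DMSO, 0.02–20 µM confirmation series. Incubation: compound exposure 24 h at 37°C. Detection: beta-catenin immunostaining with DAPI counterstain, 20x imaging, 6 fields/well. Read-out basis: Nuclear/cytoplasmic beta-catenin signal ratio, % activation.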
Insulin prom up: MIN6 insulin promoter up-regulation. MIN6 insulin promoter-GFP reporter, high-content imaging; stronger effect = higher value. z-score at 5 µM. 190,000 compounds, 0.3% hits. AID 1625;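 active = z-score above 3 at 5 µM with at least 500 cells counted in the well; inconclusive = wells under 500 cells, flagged as cytotoxic or low count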
Dynein cargo inh: blocks dynein driven cargo transport along microtubules; 3617.4 mouse cells, GR-EGFP nuclear translocation imaging; test concentration mostly 20 µM; stimulated with dexamethasone, 1 µM; stronger effect = lower value; z-score, hits read low; 220,000 compounds, 0.47% hits;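 active = plate z-score of nuclear minus cytoplasmic receptor signal below a set negative limit, without overly bright fluorescence or cell loss, cut at about -3.5 in these data, passing the limit was not always enough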;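 note: z-score of nuclear minus cytoplasmic ring GR-EGFP intensity difference per well; some compounds called inactive have numbers as strong as hits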
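Medium: Induction medium lacking tetracycline, stripped serum | Probe or stimulus: 1.0 µM final dexamethasone stimulus | Schedule: 48 h induction, then 1 h compound, then 30 min agonist, 37 °C | Signal: Automated 10x imaging of fixed Hoechst-stained cells | Evaluation: Per-cell GR-EGFP intensity, nucleus versus surrounding cytoplasmic ring, well-averaged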
AID2073: disruptors of CaV2.2 binding to Mint1 – biochemical, HTRF (AID 2073) | HTRF protein-protein interaction, Mint1-CaV2.2; higher % means a stronger effect | inhibition, % at 20 µM, or IC50 in µM where a hit was titrated | 290,000 compounds, 0.19% hits; in the data active = inhibition mostly above about 51%, no sharp cut-off; inconclusive = no clear call, values can overlap the other calls; inactive = mostly below about 53%; note: some results filed as inactive read as strong as hits
WT yeast gro inh: growth inhibition of WT yeast, mitochondrial fusion screen | inhibition, % at 10 µM | mitochondrial fusion phenotypic screen, WT strain | AID 1362 | 190,000 compounds, 2.1% hits; in the data active = inhibition above about 58%; tested in S. cerevisiae
WT yeast gro inh mutant strain: further read-out of WT yeast gro inh, marked with its call; inhibition, %; mitochondrial fusion phenotypic screen, mutant strain inhibition
Dynein cargo inh cytoplasmic EGFP: recorded beside Dynein cargo inh, whose call it bears; z-score; measured here: cytoplasmic GR-EGFP intensity; stronger effect = higher value
Dynein cargo inh nuclear GR-EGFP: second read-out of Dynein cargo inh, no call of its own (marks repeat the call); z-score; measured here: nuclear GR-EGFP intensity;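 lower value marks the stronger effect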
Dynein cargo inh cell count: second read-out of Dynein cargo inh, no call of its own (marks repeat the call); z-score; measured here: cell count per field
Insulin prom up cell count: recorded beside Insulin prom up, whose call it bears; cell count; measured here: cytotoxicity, nuclei count;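 total cells summed across four imaged fields per well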
bCat nuc transl cell count 5 µM: second read-out of bCat nuc transl, no call of its own (marks repeat the call); cell count; measured here: cell count, cytotoxicity flag
MT stabilizer Hoechst-high %: also measured in MT stabilizer; calls as there; % Hoechst-high responders; measured here: nuclear condensation Hoechst responders;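 share of cells brighter than vehicle mean plus two SD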
MT stabilizer cytotoxicity %: also measured in MT stabilizer; calls as there; toxicity, %; measured here: cytotoxicity by cell density;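 0% = mean cell density of plate MIN control wells and 100% = no cells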
Autophagy mod cell loss 18 h: recorded beside Autophagy mod, whose call it bears; toxicity, %; measured here: cell loss, nuclei count;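 cell loss after 18 h compound exposure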
An asterisk follows results filed as active; i = inactive; ? = inconclusive; / = no result given.

Under each structure: MT stabilizer	MT stabilizer Hoechst-high %	MT stabilizer cytotoxicity %	HIV peptide binding	Autophagy mod	Autophagy mod cell loss 18 h	Yfh1-off respiration	bCat nuc transl	bCat nuc transl cell count 5 µM	Insulin prom up	Insulin prom up cell count	Dynein cargo inh	Dynein cargo inh cytoplasmic EGFP	Dynein cargo inh nuclear GR-EGFP	Dynein cargo inh cell count	AID2073	WT yeast gro inh	WT yeast gro inh mutant strain
1: Cn1c(=O)cc(SCC(=O)Nc2cccnc2)c2ccccc21
  4.4	1.5	5.6	-2.0%	i	7	i	-1.4	874	-0.87	1635	0.76	-0.35	0.23	0.54	5%	13	4
2: C#CC[N+](CC)(CC)CC#Cc1cccc(Cl)c1
  1.8	1.2	4.1	1.3%	i	-8	i	/	/	/	/	-0.19	-0.09	-0.35	0.43	-6%	-3	-13
3: Cc1ccc(C)c(OCCn2cc(/C=C(/C#N)C(=O)NCC3CCCO3)c3ccccc32)c1 (stereo not drawn)
  1.5	1.7	5.6	14%	i	17	?	/	/	-0.14	1291	3	0.25	1.3	-2.2	4%	23	-4
4: O=C(CC1C(=O)NCCN1CC1CCCCC1)NCc1ccc(F)cc1 (stereo not drawn)
  2.4	1.5	4.0	1.6%	i	-1	i	0.6	920	0.39	1485	0.97	-0.1	1.1	-1	-5%	-17	-19
5: Nc1nnc(CCOc2ccc(Cl)cc2)s1
  3.9	2.0	7.0	0.2%	i	6	i	-0.2	1148	/	/	-0.41	-0.21	-0.16	0.1	-4%	14	9
6: O=C(O)CCCC(=O)Nc1ccc(N=Nc2ccccc2)cc1
  2.1	4.2	9.5	3.4%	i	0	i	-0.4	1064	0.28	1171	0.87	-0.1	0.79	-1.1	-12%	-7	-6
7: CCn1c(C(C)NC(C)=O)nc2ccccc21 (stereo not drawn)
  1.9	2.9	7.1	76%	i	18	i	/	/	0.13	1020	0.35	-0.022	0.51	-1.1	4%	13	5
8: Cc1ccnc(NC(=O)C2CCC(CNc3c(N4CCCC4)c(=O)c3=O)CC2)c1 (stereo not drawn)
  4.3	3.1	4.0	-2.3%	/	/	i	-2.4	1119	0.21	1930	-0.73	-0.2	-0.13	0.23	-3%	18	2
9: O=C(O)CN=C(NS(=O)(=O)c1ccccc1)c1ccccc1
  2.6	2.3	10	-2.5%	i	7	i	-0.8	1058	0.84	1680	-0.33	-0.22	-0.24	0.0089	-3%	-9	-32
10: CCOc1ccc(-c2nc(CN3CCCCC3CCn3cccn3)c(C)o2)cc1 (stereo not drawn)
  /	/	/	-2.0%	/	/	i	0.0	1334	-0.26	1078	-0.8	-0.21	-0.45	1.3	-1%	/	/
11: CCc1cccc(NC(=O)CN(C)S(=O)(=O)c2cccc3cccnc23)c1
  /	/	/	-1.8%	/	/	i	0.8	1342	0.09	1097	-0.49	-0.83	-0.53	0.65	5%	/	/
12: COc1ccc(CCCc2nnc(SCc3nc4ccccc4c(=O)[nH]3)n2C)cc1
  4.2	2.2	10	-1.1%	i	20	i	-0.8	1072	0.11	1280	-0.15	-0.2	-0.31	0.71	-7%	-5	-14
13: Cc1ccc(OCCNC(=O)c2cncc(Br)c2)cc1C
  3.0	2.4	7.9	-2.5%	i	0	i	0.8	1388	0.62	1634	-0.77	-0.2	0.16	0.23	4%	-3	22
14: O=C(N/N=C/c1ccc2nccnc2c1)c1ccncc1
  /	/	/	2.0%	/	/	i	-0.8	1320	-0.16	947	-0.21	0.47	-0.29	0.6	10%	/	/
15: CCOCc1nnc(NC(=O)c2cccs2)s1
  1.8	1.8	6.4	1.0%	i	8	i	/	/	0.02	1306	-0.62	-0.24	-0.24	-0.46	7%	-21	-18
16: CCOC(=O)c1c(NC(=S)Nc2ccc(Cl)cc2)sc(C)c1C
  3.0	2.0	7.1	-0.2%	i	-15	/	-2.5	1199	/	/	-0.43	-0.29	-0.22	1.6	-4%	0	6
17: Cc1cc(-c2ccccc2)nc(N(C)NC(=O)c2c(F)cccc2F)c1S(C)(=O)=O
  1.9	1.3	6.1	-0.7%	i	-2	i	/	/	0.38	1006	-0.69	-0.19	-0.18	1.1	0%	-6	-2
18: Cc1nc([N+](=O)[O-])c(N2CCN(C)CC2)n1Cc1ccccc1
  3.7	2.1	0.9	1.1%	i	-9	i	-0.3	1549	-0.32	1417	1.1	0.016	0.49	-1.3	1%	7	-3
19: CCNc1nc(NCC)nc(Oc2ccc(N)cc2)n1
  1.4	0.8	6.4	-2.4%	i	0	i	-1.9	1049	0.34	922	-0.08	-0.23	0.072	1.1	-3%	-5	0
20: c1ccc(C2=Nn3c(nnc3-c3ccncc3)SC2)cc1
  3.3	1.4	1.9	2.8%	i	9	/	-2.6	950	-0.02	1635	2.7	-0.16	1.5	-1.6	1%	19	21
21: O=C(CN1C(=O)C(c2ccc(F)cc2)=NC12CCCC2)Nc1ccc(F)cc1
  2.9	2.0	13	-0.5%	i	4	i	-1.0	1120	-0.1	1000	0.5	-0.11	0.56	-2.8	-4%	-11	10
22: CCn1cc(C(=O)NCc2cccs2)c(=O)c2cc(S(=O)(=O)N3CCOCC3)ccc21
  /	/	/	-0.5%	/	/	i	0.7	1437	1.8	1006	-0.021	-0.13	0.018	-0.49	4%	/	/
23: Cc1ccc(NCCC(=O)c2cccc([N+](=O)[O-])c2)cc1
  3.8	3.3	9.9	-2.5%	i	-23	i	-0.8	1097	?	/	2.3	-0.13	0.92	-2.9	-8%	-7	-6
24: COc1ccc(CNC(=O)C(C)c2ccc([N+](=O)[O-])cc2)cc1 (stereo not drawn)
  3.4	2.0	5.9	-1.7%	i	14	i	-3.0	1079	-0.43	1556	-0.58	-0.24	-0.23	0.38	7%	0	-9
25: O=C(CNC(=O)OCc1ccccc1)NC1CCCCCC1
  2.9	1.1	5.6	2.1%	i	-8	i	-0.2	1451	0.06	1572	-0.52	-0.32	-0.76	1.4	-3%	3	-15
26: C=CCNC(=O)CN1CCC(O)(c2ccccc2)CC1
  4.5	2.9	12	-1.8%	i	-4	i	-4.2	900	-0.35	1191	-0.053	-0.19	0.31	-0.67	8%	9	5
27: C=CCNC(=O)COC(=O)COc1ccc(Cl)cc1C
  2.7	2.1	5.9	0.6%	i	-16	i	-1.6	1150	0.82	905	-0.31	-0.26	0.044	1.5	-3%	11	12
28: CCN(CC(=O)Nc1ccc(N2CCOCC2)cc1)CC(=O)NC(C)(C)C
  5.0	1.0	2.5	-1.1%	i	3	i	-2.1	1050	-0.26	1268	0.62	-0.13	0.57	-1.7	-4%	2	7
29: COc1ccc(/C=C2\NC(=O)C(C=NCc3ccccc3)=C2O)cc1
  3.3	1.4	9.9	-1.3%	i	-11	i	-2.7	536	0.62	1303	-1.1	-0.19	-0.13	0.94	22%	-3	-15
30: O=C1/C(=C/c2cccs2)NC(=S)N1C1CC1
  3.5	2.7	8.7	-1.9%	i	0	i	5.2	475	0.12	1315	-0.52	-0.23	-0.62	0.18	-4%	4	4
31: CC(C)c1nnc(SCC(=O)N2CCc3ccccc32)n1N
  4.6	3.4	5.1	0.1%	i	-1	i	1.0	1054	-0.73	1302	-0.11	-0.32	0.22	-0.18	4%	0	19
32: NC(=S)Nn1c(-c2ccccc2)nc2ccccc2c1=O
  0.4	1.9	5.7	1.0%	i	4	i	0.0	941	-0.01	1375	-0.11	-0.22	0.29	-0.41	-37%	0	-1
33: COCC(=O)n1nc(-c2ccccc2)nc1NCc1ccc(F)cc1
  4.8	2.8	10.0	0.9%	i	-1	i	0.1	832	0.2	1312	-0.61	-0.41	-0.19	0.12	13%	16	25
34: O=C(Nc1ccc(S(=O)(=O)N2CCCC2)cc1)c1cccnc1
  2.3	2.1	6.1	2.6%	i	-20	i	-0.3	1201	-0.16	994	-0.088	-0.24	0.6	0.054	5%	1	6
35: O=C(c1cn(-c2ccccc2)nc1-c1ccccc1)n1nnc2ccccc21
  2.5	1.6	5.5	1.8%	i	-3	?	-1.7	1129	-0.28	745	-0.55	0.058	-0.0047	-0.066	-1%	-14	-3
36: C/C(=N\NC(=O)C1(C)CC1(Br)Br)c1ccc([N+](=O)[O-])cc1 (stereo not drawn)
  2.1	1.1	1.6	-0.7%	i	25	i	0.9	836	0.76	1299	2.7	-0.16	2	-1.9	-3%	1	5
37: O=C(Nc1ccccc1C(=O)N1CCOCC1)C1CC(=O)N(C2CCCC2)C1 (stereo not drawn)
  3.1	2.1	4.1	-0.9%	i	4	i	/	/	/	/	0.083	-0.27	0.24	1.6	4%	29	0
38: CN(CC#CC1(O)c2ccccc2-c2ccccc21)Cc1ccccc1
  1.3	4.8	5.9	-2.1%	i	-4	i	/	/	-0.12	1247	-0.027	-0.13	-0.42	-0.2	-14%	-14	-30
39: Cc1ccc(S(=O)(=O)N2CCC(C(=O)Nc3ccc4c(c3)OCO4)CC2)cc1
  2.9	1.5	5.2	1.1%	i	0	i	/	/	/	/	-0.43	-0.24	-0.078	0.26	-6%	1	-8
40: Cc1ccc2cc(CNC(C)C)c(=O)[nH]c2c1
  3.6	2.7	11	-1.3%	i	-11	i	0.7	1172	-0.86	1119	-0.39	-0.086	0.18	-1	3%	-7	-13
